# Source: PubChem
# bIAP inh = blocks bovine intestinal alkaline phosphatase activity; purified bovine IAP, CDP-star luminescence, 30 min; inhibition, % at 20 µM; 190,000 tested, under 10 active; AID 1019;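 active = over 50% inhibition of intestinal alkaline phosphatase at 20 µM in the single-dose screen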
#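 Assay system – bovine IAP enzyme · Quantity – bovine IAP at 1/65,000,000 final dilution · Detection – CDP-star luminescence signal · Times – 30 min reaction at room temperature · Also added – CDP-star substrate at 30 µM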
# PPARg SRC3 recr = agonists of human PPARgamma SRC-3 coactivator recruitment; P37231; biochemical PPARgamma/SRC-3 coactivator recruitment assay; activation, % at 8 µM; 200,000 compounds, 0.26% hits; AID 731; in the data active = activation above about 23%;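 also: 0% = DMSO and 100% = reference agonist; some compounds past the cut are filed as inactive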
# Target sequence (P37231 whole entry, looked up): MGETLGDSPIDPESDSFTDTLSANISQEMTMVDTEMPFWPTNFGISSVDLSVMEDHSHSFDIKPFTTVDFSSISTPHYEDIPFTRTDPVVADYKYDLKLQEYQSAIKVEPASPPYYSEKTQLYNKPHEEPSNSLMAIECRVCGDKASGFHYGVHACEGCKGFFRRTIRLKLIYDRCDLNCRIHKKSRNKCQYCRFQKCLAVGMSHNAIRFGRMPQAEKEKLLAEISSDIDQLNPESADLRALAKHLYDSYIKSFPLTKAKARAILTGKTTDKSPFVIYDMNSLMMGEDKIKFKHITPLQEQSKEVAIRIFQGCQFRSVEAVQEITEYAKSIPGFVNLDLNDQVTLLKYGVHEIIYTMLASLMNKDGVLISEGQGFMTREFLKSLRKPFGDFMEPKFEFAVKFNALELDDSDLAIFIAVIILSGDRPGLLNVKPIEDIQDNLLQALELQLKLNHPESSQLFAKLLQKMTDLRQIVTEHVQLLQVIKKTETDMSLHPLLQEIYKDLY
# TNAP act hi DEA = increases human TNAP activity under high phosphate acceptor concentration | P05186 | purified TNAP, CDP-star luminescence, 1 M DEA, 30 min; hits give high values; 0 = EDTA background, 1 = DMSO-only activity | activation factor at 20 µM | 200,000 tested, under 10 active;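 active = activation factor at least 2 at 20 µM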
# Target sequence (P05186 whole entry, looked up): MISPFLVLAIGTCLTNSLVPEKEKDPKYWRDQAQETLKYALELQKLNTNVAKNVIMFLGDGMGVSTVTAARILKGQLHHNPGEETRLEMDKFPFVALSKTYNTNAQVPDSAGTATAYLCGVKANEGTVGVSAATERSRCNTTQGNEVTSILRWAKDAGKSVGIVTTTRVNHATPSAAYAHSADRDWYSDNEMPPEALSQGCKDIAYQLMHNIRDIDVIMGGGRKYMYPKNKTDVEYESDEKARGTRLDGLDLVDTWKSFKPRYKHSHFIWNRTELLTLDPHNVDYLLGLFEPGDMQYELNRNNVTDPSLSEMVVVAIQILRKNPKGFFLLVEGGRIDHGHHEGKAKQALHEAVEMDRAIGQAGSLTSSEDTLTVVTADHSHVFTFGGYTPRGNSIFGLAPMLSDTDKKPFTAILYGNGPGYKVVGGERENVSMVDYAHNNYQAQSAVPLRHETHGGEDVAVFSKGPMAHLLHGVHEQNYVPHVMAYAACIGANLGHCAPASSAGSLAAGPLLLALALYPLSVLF
#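 Assay system: human TNAP; Input: enzyme diluted 1/800 final; Reagent: CDP-star luminogenic substrate at 100 µM final; Timing: 30 min, room temperature; Signal: luminescence; Evaluation: TNAP activation factor scaled between EDTA and DMSO control wells.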
# STAT3 act = activators of IL-6 induced STAT3 signaling | U3A cells, IL-6 STAT3-luciferase reporter, luminescence; 100% = signal with IL-6 EC80 alone | activation (% of control), % at 5.6 µM | 190,000 compounds, 0.91% hits;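 active = activation above the screen-wide mean of compound activation plus 3 SD, cut at about 130% in these data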;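 also: 0% = background luminescence of wells with medium and substrate only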
#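 Material: STAT3-luciferase reporter U3A cells; Probe or stimulus: IL-6 (33 ng/mL); Incubation: compound pre-incubation 1 h before IL-6, then 6 h stimulation at 37 °C; Technique: luminescence from STAT3-driven luciferase reporter; Evaluation: % activation versus median of IL-6-stimulated wells; Controls: IL-6-only high control.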
# bIAP activator = increases bovine intestinal alkaline phosphatase activity; purified bovine IAP, CDP-star luminescence, 30 min; hits give high values; fold of DMSO-control signal, blank-subtracted; activation factor at 20 µM; 200,000 compounds, 0.17% hits;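 active = activation factor of 2 or more at 20 µM, a signal rise over negative controls twice the positive control's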
# PPARg SRC-1 ag = agonists of human PPARgamma SRC-1 coactivator recruitment | PPARgamma-SRC-1 coactivator recruitment biochemical assay | activation, % at 8 µM | 200,000 compounds, 0.41% hits | AID 631; in the data active = activation above about 19%;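 also: 0% = DMSO and 100% = reference agonist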
# ROMK mod = modulates human ROMK potassium channel activity; Tet-inducible ROMK, thallium flux fluorescence; actives lie on both sides; P48048; B-score at 10 µM; 130,000 compounds, 2% hits;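 active = signal ratio slope over the read window, or its plate-corrected B-score, at least 3 SD from the plate mean, either direction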;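 also: B-score of the F/F0 ratio slope over 7 to 12 s after thallium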
# PPARg SRC2 recr = PPARgamma-driven SRC-2 recruitment agonism; P37231; PPARgamma LBD-SRC-2 recruitment, biochemical; activation, % at 8 µM; 200,000 compounds, 0.34% hits; AID 1032; in the data active = activation above about 22%;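 also: 0% = vehicle and 100% = reference agonist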
# STAT1 blocker = inhibitors of IFN-gamma induced STAT1 signaling. NIH 3T3 STAT1-luciferase reporter, luminescence. inhibition, % at 5.5 µM. 200,000 compounds, 0.35% hits. AID 920;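 active = inhibition above a set limit, the mean inhibition across all tested compounds plus 3 SD, cut at about 34% in these data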;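 also: 0% = IFN-gamma with DMSO and 100% = IFN-gamma with 300 µM nifuroxazide; values of inactives mirror those of a sister screen read the other way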
# TR-FRET SRC-2 ct = TR-FRET artefact, counter-screen to PPARgamma/SRC-2 agonist assay; hits give high values; TR-FRET ratio at 8 µM; 200,000 compounds, 0.4% hits; AID 1049; in the data active = TR-FRET ratio above about 2000; also: inactives centre near 1500
# STAT3 inh = reduces IL-6 driven STAT3 reporter signal | 190,000 compounds, 0.89% hits | U3A cells, IL-6 STAT3-luciferase reporter, luminescence; host cell line lacks STAT1 | inhibition, % at 5.5 µM;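 active = inhibition above the mean inhibition across all screened compounds plus 3 SD, cut at about 44% in these data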;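 also: 0% = DMSO only wells and 100% = 100 µM nifuroxazide control wells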
# An asterisk follows results filed as active; nt = not tested or not shown.
# Below each compound – bIAP inh	PPARg SRC3 recr	TNAP act hi DEA	STAT3 act	bIAP activator	PPARg SRC-1 ag	ROMK mod	PPARg SRC2 recr	STAT1 blocker	TR-FRET SRC-2 ct	STAT3 inh
> CCOC(=O)CSc1nc(C)c(C(C)=O)cc1C(N)=O
 : -6.4	-2.2	1	100.2	1.1	-7.2	-0.418	-6.6	-1.8	1341	2.0
> Cc1cc(C)c(-c2csc(NC(=O)/C=C/c3cccs3)n2)c(C)c1
 : 41.6	6.4	1.1	92.6	0.6	9.7	-0.565	5.3	9.8	1674	7.4
> Cc1cc(NC(=O)Cn2nnc3sc4c(c3c2=O)CCCC4)no1
 : 10.7	-10.0	1.1	100.6	0.9	4.5	-1.01	-5.5	1.7	1593	2.2
> Cc1cc(NC(=O)Nc2ccc(F)cc2)no1
 : -0.1	-2.6	1.1	90.0	1	2.1	nt	8.2	-3.5	1569	15.6
> CC(=O)Nc1ccc(NC(=O)CSc2nc3ccccc3o2)cc1
 : 6.0	3.4	1	100.3	0.9	-5.8	0.599	-9.5	-7.0	1441	2.3
> O=C(Nc1ccc2oc(-c3ccccc3Cl)nc2c1)c1ncn[nH]1
 : -30.7	0.0	1.1	93.8	1.3	-2.2	-0.519	13.6	-60.8	1678	11.1
> CCOc1ccc(C(=O)NCCCN2CCOCC2)cc1OCC
 : 5.0	-0.3	1.1	97.3	0.9	-2.3	-0.638	0.4	-6.5	1499	7.9
> COc1cccc(CN2CCN(Cc3[nH]c4ccccc4c3C)CC2CCO)c1 (stereo unspecified)
 : -22.3	4.2	1.1	113.2	1.2	6.3	-0.736	8.3	-3.2	1738	-9.0
> NC(=O)COC(=O)CC12CC3CC(CC(Br)(C3)C1)C2
 : -11.7	2.8	1	99.8	1.1	-2.2	-0.484	-1.9	-5.6	1424	9.4
> CCCC(=O)Nc1cccc(NC(=O)c2ccc([N+](=O)[O-])cc2Cl)c1
 : -14.3	1.3	1	103.2	1.1	-4.9	nt	4.1	4.8	1422	-8.4
> CC1CCN(Cc2nc(Cl)c3c4c(sc3n2)CCC4)CC1
 : -7.3	3.6	1	101.1	1.1	10.3	-0.407	3.9	-2.8	1674	4.4
> CN(C)C(=O)CCc1nc2sc3c(c2c(=O)[nH]1)CCCC3
 : 7.8	5.2	1	96.5	0.9	0.1	1.66	6.0	-3.0	1490	4.1
> O=C(CNc1cccc2ccccc12)N/N=C/c1ccc(OC(=O)/C=C/c2ccco2)cc1
 : 17.2	6.9	1	156.3*	0.8	4.9	0.262	7.2	-5.5	1761	-59.4
> Oc1[nH]c2c(Cl)cc(Cl)cc2c1N=NC(=S)NCC1CCCO1 (stereo unspecified)
 : 18.6	0.2	0.8	103.4	0.8	12.1	nt	-0.2	-2.0	1712	-0.8
> COc1ccc(NC(=O)Nc2c(SC)nsc2SC)cc1
 : -10.8	3.1	1	94.3	1.1	1.7	0.661	15.4	3.7	1878	14.0
> COc1cc2c(cc1OC)C(c1cc([N+](=O)[O-])ccc1O)NCC2 (stereo unspecified)
 : -1.0	-5.9	0.9	101.5	1	-1.4	1.37	1.2	1.7	1358	-0.5
> Cc1cccc(NC(=S)N/N=C/C(C)c2ccccc2)c1C (stereo unspecified)
 : -11.5	-0.2	1	106.6	1.1	-5.2	nt	-1.1	-7.3	1468	-2.8
> Cc1ccc(-c2ccc(S(=O)(=O)N3CCCC3)cc2)cc1
 : 1.0	0.7	1	107.0	1	6.5	0.0512	-1.0	-11.7	1517	-3.6
> CCN(C(=O)CN(C)Cc1c(F)cccc1Cl)c1c(N)n(Cc2ccccc2)c(=O)[nH]c1=O
 : 4.8	4.5	1	97.4	1	-0.6	nt	9.5	4.8	1590	-1.2
> COc1ccc(S(=O)(=O)/N=C2/C=CC(=O)C(C)=C2C)cc1
 : 6.9	4.0	1.1	127.6	0.9	1.5	nt	7.6	3.1	1574	-34.3
> O=C1c2ccccc2S(=O)(=O)N1CCOc1ccc(F)cc1
 : 8.6	-10.9	1	88.7	0.9	3.5	nt	2.7	-7.3	1850	22.6
> Cc1ccc(C)c(S(=O)(=O)NCc2ccc(C(=O)N3CCCCC3C)cc2)c1 (stereo unspecified)
 : -3.4	-5.3	1.1	102.3	1	0.8	0.294	1.4	3.9	1548	-5.9
> CCCCOc1ccc(C(=O)OCC(=O)Nc2cc(C)c(C)cc2[N+](=O)[O-])cc1
 : 9.5	1.0	1.1	96.2	0.9	1.4	0.676	-6.9	5.2	1685	2.2
> CCOC(=O)c1sc2nccc(OC)c2c1N=CN(C)C
 : -1.4	4.3	1	97.3	1	2.0	-0.27	-3.1	-5.6	1515	5.5
> CCNC(=O)COC(=O)c1cc(C)nc2ccccc12
 : -13.8	4.4	1	104.8	1.1	-1.5	-0.471	11.6	1.9	1669	-2.0
> NC(N)=N/N=C/c1c(Cl)cccc1Cl
 : 10.1	0.3	1	85.4	0.9	1.8	nt	-1.5	1.5	1502	18.8
> Cn1c(C(=O)N2CCN(c3ccc([N+](=O)[O-])cc3)CC2)cc2c(=O)[nH]c3ccccc3c21
 : -35.1	1.6	0.9	87.4	1.4	1.1	0.0584	9.2	50.9*	1664	18.6
> Nn1c(SCC(=O)Nc2ccc3c(c2)OCCO3)nnc1-c1ccccn1
 : 2.8	-0.1	1.1	100.2	1	-1.7	nt	3.2	4.0	1451	4.0
> COc1ccc(NC(=O)CSc2nnc(-c3ccoc3C)n2CC2CCCO2)cc1 (stereo unspecified)
 : 5.9	11.8	1	87.9	0.9	-1.7	nt	-2.0	11.8	1694	18.1
> CCN1C(=O)C(O)(C2COC(C)(C)CC2=O)c2ccccc21 (stereo unspecified)
 : 2.0	5.9	1	101.0	1	6.0	nt	1.4	-3.1	1680	3.4

# The list continues.
# Below each compound – bIAP inh	PPARg SRC3 recr	TNAP act hi DEA	STAT3 act	bIAP activator	PPARg SRC-1 ag	ROMK mod	PPARg SRC2 recr	STAT1 blocker	TR-FRET SRC-2 ct	STAT3 inh
> COc1cc(NC(=O)CCC(=O)OCCCC(F)(F)C(F)(F)F)nc(OC)n1
 : 0.6	-3.4	1	104.5	1	-1.2	0.44	-7.5	6.8	1250	-2.9
> Cc1ccc(CSC2=NCCN2S(=O)(=O)c2ccccc2)cc1
 : 5.0	-1.3	1	111.9	0.9	3.4	-0.0856	0.5	5.0	1635	-12.6
> O=C(Cc1ccc(S(=O)(=O)N2CCCC2)s1)Nc1nc2c(s1)CCCC2
 : 17.2	-1.9	1	103.9	0.8	1.2	-0.062	-0.1	-9.3	1562	-1.0
> S=c1[nH]nc(COc2ccc(Cl)cc2)o1
 : 2.2	-4.5	1	100.2	1	-4.2	nt	-3.2	-5.0	1644	4.1
> S=C1NCCc2ccc(Cl)cc2C1c1ccccc1Cl (stereo unspecified)
 : 9.1	-2.1	1	100.5	0.9	2.3	nt	5.2	-3.5	1546	2.1
> COc1cc(/C=C/C(=O)OCC(=O)Nc2cc(S(=O)(=O)N3CCCCC3)ccc2C)ccc1O
 : 2.6	6.9	1	109.5	1	1.7	0.134	11.3	-2.1	1805	-1.6
> Fc1ccccc1CNc1ccc(Cl)c(Cl)c1
 : 20.0	7.8	1	95.3	0.8	11.7	nt	-1.1	-3.7	1740	11.0
> COC(=O)c1[nH]c2ccc(C)cc2c1NC(=O)CN1CCC(C)CC1
 : 10.5	5.4	1	96.2	0.9	8.9	nt	7.4	3.9	1644	6.5
> Cc1ccc(C(c2nnnn2Cc2cccs2)N2CCN(C(=O)c3ccco3)CC2)cc1 (stereo unspecified)
 : -5.4	-5.4	1	108.0	1.1	6.8	nt	-11.3	8.2	1480	-3.9
> COc1ccc(CNC(=O)C2CCCN(S(=O)(=O)c3cnc[nH]3)C2)cc1 (stereo unspecified)
 : 7.4	-1.3	1	106.9	0.9	0.3	nt	-9.9	-0.5	1378	0.7
> Cc1cc(/C=N/NC(=O)c2cccc([N+](=O)[O-])c2)c(C)n1-c1ccc(Cl)cc1Cl
 : 1.0	1.4	1	106.4	1	2.5	1.31	-5.5	0.6	1627	0.1
> COc1ccc(-n2cnc3sc(-c4ccccc4)cc3c2=O)cc1
 : 6.8	9.3	1.1	98.5	0.9	3.2	0.0749	4.6	-54.8	1594	8.5
> CCC1=NN(C(=O)CCc2ccccc2O)C(O)(C(F)(F)F)C1 (stereo unspecified)
 : 15.0	-2.0	1	95.0	0.8	-3.7	nt	-0.6	-1.7	1416	6.8
> Cc1cc(C)c2c(N)c(C(=O)NC3CC3)sc2n1
 : 0.3	16.0	1	73.4	1	0.7	nt	10.6	-4.3	1715	34.2
> CN(C)/N=C/c1ccc(P(c2ccc(/C=N/N(C)C)o2)c2ccc(/C=N/N(C)C)o2)o1
 : -4.3	7.4	1	103.5	1	6.8	-0.000528	14.0	0.2	1561	-2.9
> COc1cc(C(=O)NC2=NCCS2)ccc1OCc1c(C)noc1C
 : 1.8	-4.3	1.1	102.8	1	-2.1	0.0473	-0.8	12.4	1381	3.1
> CCN1CCc2c(sc(N)c2C(N)=O)C1
 : 4.5	-3.5	1	106.9	1	5.3	-2.07	-0.7	4.6	1435	-0.3
> COc1ccccc1NC(=O)Cn1c(O)c(N=NC(=O)c2ccccc2O)c2ccccc21
 : 11.0	-3.8	0.9	111.8	0.9	4.2	-1.26	-3.2	-1.0	1394	-7.4
> CCCOC(=O)c1ccc(NC(=O)c2cn(CC)c3nc(C)ccc3c2=O)cc1
 : 9.0	2.2	1	99.8	0.9	4.9	nt	-11.4	-8.3	1527	3.8
> CCOc1ccc(N(CC(=O)NCCSc2ccccn2)S(C)(=O)=O)cc1
 : 8.1	10.5	1	106.8	0.9	2.3	0.0258	5.4	-3.4	1478	1.2
> COc1cccc(-n2c(SCC(=O)NC3CCCCC3)nc3n[nH]c(C)c3c2=N)c1
 : -18.6	9.4	1.1	86.0	1.2	0.7	nt	12.7	7.2	1592	20.4
> O=c1ccc(/C=C/c2ccccc2)nn1Cc1ccccc1
 : 16.0	5.8	1.1	88.1	0.8	-2.4	-0.404	1.2	1.4	1440	19.1
> Cn1c(=O)c2c3c(sc2n2cnnc12)CCC3
 : -4.8	16.9	1.1	93.6	1	13.3	nt	10.3	7.9	1595	11.5
> COc1ccc(NS(=O)(=O)c2cc(OCC(N)=O)c(C)cc2Cl)cc1
 : 5.3	-3.1	1	96.9	0.9	-5.6	0.497	-2.4	4.4	1399	1.2
> CC(=O)c1ccc(Oc2cc(C)nc(-n3nc(C)cc3C)n2)cc1
 : 4.0	-3.0	1	115.7	1	-5.6	nt	6.9	-3.9	1585	-14.4

# Looked up above:
# `COc1cccc(-n2c(SCC(=O)NC3CCCCC3)nc3n[nH]c(C)c3c2=N)c1` in PPARg SRC2 recr is listed with 12.7
# `O=C(Cc1ccc(S(=O)(=O)N2CCCC2)s1)Nc1nc2c(s1)CCCC2` in bIAP inh is listed with 17.2

# Random draw from the library; any-hit rate near 3.7%.
